GRP78 ERSR act: inducers of ER stress response in human glioma cells. U87-MG GRP78 promoter luciferase reporter, 16 h. Potency, µM, for the others: top-dose activation, actives largely listed as activators. 420,000 tested, 0.02% active. AID 602332; note: potency is the fitted concentration of half-maximal effect; series mostly up to about 76 µM; % of control where 0% means no effect; nearly all actives have a fitted effect of over 35% in size
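Stably transfected U87-MG human glioma cells carrying a GRP78-based luminescent sensor were seeded at 1000 cells/well, pin-dosed with compounds and incubated 16 h. Luciferase reagent was then added, and end-point luminescence was read after 10 min at room temperature.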
ALOX12 inh: blocks human arachidonate 12S-lipoxygenase. P18054. purified 12hLO, xylenol orange hydroperoxide absorbance. Potency, µM (doses to about 108 µM), for the others: top-dose activity change, negative = inhibition, hits mostly inhibitors. 580,000 tested, 1.1% active. AID 1671190; note: potency is the fitted concentration of half-maximal effect; % is set by controls: 0 for no effect and ±100 for the full control effect
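Purified human 12hLO at 150 nM in 25 mM Hepes, 0.01% Triton X-100, pH 7.0, preincubated 15 min at room temperature with compound. Reaction started with 40 uM arachidonic acid, 30 min at room temperature. Hydroperoxide measured by Fe-xylenol orange, 573/405 nm absorbance ratio.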
RGS4 inhibitor: inhibitors of human regulator of G protein signaling 4. P49798. 390,000 tested, 0.039% active. Transcreener GDP fluorescence polarization, RGS4-accelerated GTP hydrolysis. Potency, µM (titrated, usually from 114 µM), for inactives: at the top dose activity change, negative = inhibition, actives largely listed as inhibitors. AID 504845; note: potency is the fitted concentration of half-maximal effect; % is set by controls: 0 for no effect and ±100 for the full control effect; nearly all actives have a fitted effect of over 75% in size; some results filed as inactive show a strong effect at the top dose
Target sequence (P49798 whole entry, looked up): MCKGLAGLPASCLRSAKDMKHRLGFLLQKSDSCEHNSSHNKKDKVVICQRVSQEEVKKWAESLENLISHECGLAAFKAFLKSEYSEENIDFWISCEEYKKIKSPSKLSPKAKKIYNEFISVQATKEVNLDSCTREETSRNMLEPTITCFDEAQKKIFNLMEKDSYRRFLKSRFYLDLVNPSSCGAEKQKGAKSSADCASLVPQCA
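MLSMR compounds (23 nl, pin-transferred) preincubated 10 min at room temperature with a 500nM (2x) first reagent, then RGS4 at 900nM (2x) plus Transcreener GDP mix added; fluorescence polarization (620/688 nm) read before and after 90 min at 30 °C.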
D2 ag: agonists of human D2 dopamine receptor; P14416; 340,000 tested, 0.53% active; HEK293 T-REx D2 cells, calcium flux agonist mode; activation, % at 2 µM; AID 485358;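 active = activation over 3 SD above normal in the single-dose calcium agonist read, cut at about 30% in these data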; note: 0% is about no effect
Target sequence (P14416 whole entry, looked up): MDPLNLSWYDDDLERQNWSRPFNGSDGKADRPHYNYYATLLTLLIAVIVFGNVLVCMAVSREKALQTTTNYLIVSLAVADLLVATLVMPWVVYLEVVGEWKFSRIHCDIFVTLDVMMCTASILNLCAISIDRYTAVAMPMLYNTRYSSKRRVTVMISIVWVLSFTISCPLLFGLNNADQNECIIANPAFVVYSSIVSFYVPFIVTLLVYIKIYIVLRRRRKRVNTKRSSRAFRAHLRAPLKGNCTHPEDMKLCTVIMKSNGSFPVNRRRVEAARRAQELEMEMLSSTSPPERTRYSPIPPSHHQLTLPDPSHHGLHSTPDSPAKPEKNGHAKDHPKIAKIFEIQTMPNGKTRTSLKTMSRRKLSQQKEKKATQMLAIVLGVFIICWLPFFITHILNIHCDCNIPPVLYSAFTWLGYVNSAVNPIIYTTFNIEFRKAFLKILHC
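In this primary screen, compounds producing a positive calcium signal within 180 s of addition to tetracycline-induced, force-coupled HEK293 Trex D2 cells are flagged; cells are dye-loaded with a no-wash calcium kit beforehand.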
LDHA block: inhibitors of human lactate dehydrogenase A; P00338; purified LDHA, NADH/diaphorase-resazurin fluorescence; active compounds read low; activity change, % (values are at about 110 or 230 µM); 480,000 tested, 0.15% active; in the data active = activity change below about -30%; inconclusive = mostly about -25% to -30%;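 note: plate controls were DMSO wells for no effect and wells without enzyme for full effect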
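LDH5 2 nM; NADH 0.06 mM, pyruvate 0.2 mM; 200 mM Tris pH 7.4, EDTA, Tween-20; 5 min RT. Detection: diaphorase 0.133 mg/mL + resazurin 37 µM, fluorescence ex540/em590 at 0 and 20 min; normalized to enzyme-free and DMSO wells.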
Vif-APOBEC3F blk: blocks the Vif interaction with APOBEC3F; 390,000 tested, 0.2% active; Potency, µM (series often up to 46.1 µM), for the others: at the top dose activity, negative = active; HeLa A3F-eYFP + Vif (tagged APOBEC3F with the HIV-1 protein that degrades it), YFP fluorescence increase; note: potency is the fitted concentration of half-maximal effect; % of control where 0% means no effect; nearly all actives have a fitted effect of over 65% in size
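HeLa cells stably expressing Vif plus C-terminally eYFP-tagged A3F were seeded, incubated overnight at 37 deg C, dosed with compound, incubated overnight again at 37 deg C. Yellow fluorescence (Ex 488/Em 500-530) reported blocked Vif-mediated A3F-eYFP degradation.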
Vif-APOBEC3G blk: Vif-A3G binding inhibition. Q9HC16. HeLa A3G-eYFP + Vif (tagged APOBEC3G with the HIV-1 protein that degrades it), YFP fluorescence, overnight. Potency, µM (top dose mostly 46.1 µM), for the others: at the highest dose activity, negative = active, usual class: inhibitors. 410,000 tested, 0.076% active. AID 602310;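 note: potency is the fitted concentration of half-maximal effect; % is set by controls: 0 for no effect and ±100 for the full control effect; nearly all actives have a fitted effect of over 60% in size; hits raise eYFP signal because A3G escapes Vif-driven loss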
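HeLa cells stably expressing Vif and C-terminally eYFP-tagged A3G, seeded overnight at 37 deg C, then exposed to compound by pintool overnight at 37 deg C. Rise in yellow fluorescence (Ex 488/Em 500-530, Acumen) marks blocked Vif-driven A3G degradation.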
ERG-DNA inh: inhibitors of human ERG Ets domain-DNA interaction. AID 624246. P11308. fluorescence polarization, His-ERG Ets domain / labelled DNA. Potency, µM (doses to about 76.9 µM), for inactives: at the top dose FP activity, negative = inhibition, hits mostly inhibitors. 370,000 tested, 0.028% active; active = well fitted inhibition curve with a large enough effect in the polarisation, with a control signal flat; inconclusive = small, poorly fitted or top-dose-only effect, or effect the other way, or a change in a side signal; inactive = no such curve, though single readings can be large or run the other way; the % refers to the polarisation;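 note: polarization taken with two DNA probes labelled with fluorescein and Texas red; potency is the fitted concentration of half-maximal effect; % of control where 0% means no effect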
Target sequence (P11308 whole entry, looked up, the tested form may be a part): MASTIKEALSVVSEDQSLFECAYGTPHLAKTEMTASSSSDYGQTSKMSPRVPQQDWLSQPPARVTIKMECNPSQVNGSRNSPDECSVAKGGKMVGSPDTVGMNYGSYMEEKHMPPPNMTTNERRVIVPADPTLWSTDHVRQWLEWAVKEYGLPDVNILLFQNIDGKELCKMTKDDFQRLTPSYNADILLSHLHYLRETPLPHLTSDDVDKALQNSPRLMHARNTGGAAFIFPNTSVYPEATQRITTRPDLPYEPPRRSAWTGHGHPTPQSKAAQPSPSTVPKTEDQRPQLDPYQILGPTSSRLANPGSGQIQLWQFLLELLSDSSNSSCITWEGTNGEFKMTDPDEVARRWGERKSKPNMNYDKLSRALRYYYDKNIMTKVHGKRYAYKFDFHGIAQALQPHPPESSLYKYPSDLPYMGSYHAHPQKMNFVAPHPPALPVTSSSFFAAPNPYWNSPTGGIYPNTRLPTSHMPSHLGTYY
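His-tagged ERG Ets domain (1 uM in the protein solution; 300mM KCl, 50mM Tris-HCl, 1mM EDTA, 1mM DTT, pH 7.5) received compound, then a probe mix of 5 nM fluorescein-DNA and 100nM Texas-615-DNA. Fluorescence polarization was read for both dyes.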
D2 antag: D2 dopamine receptor (human) antagonism; P14416; HEK293 TREx D2 cells, calcium flux, dopamine EC80; AID 485344; 340,000 tested, 2% active; inhibition, % at 10 µM; in the data active = inhibition above about 30%; note: 0% is about no effect
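Read-out: kinetic calcium fluorescence (1 cycle/s) in inducible HEK293 T-REx D2 cells after an EC80 dopamine addition that followed 180 s compound preincubation. Loss of the dopamine response indicates antagonism.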
The depositor's hits bear a star; i = inactive; u = inconclusive; x = no result given; [ ] = another dose, or the depositor's remark. Unless noted, calls come from the whole dose curve; as a rule, active = well fitted curve in the direction sought with a large enough effect; inconclusive = small, poorly fitted or top-dose-only effect, or another doubt; inactive = no such curve, though single readings can be large; an effect the other way counts as inactive or inconclusive. Some of the compounds tested; rates above refer to the full screens.

mol | ALOX12 inh | D2 antag | RGS4 inhibitor | LDHA block | GRP78 ERSR act | Vif-APOBEC3G blk | ERG-DNA inh | D2 ag | Vif-APOBEC3F blk
CCCc1cc(=O)[nH]c(SCC(=O)N(C)C2CCS(=O)(=O)C2)n1 (configuration not stated) | -1% | 14 | -6% | 0 | -4% | 0% | 2% | 0.6 | -5%
Cc1nn(C(C)C(=O)NCCc2cccs2)c(=O)c2nn(-c3ccccc3)c(C)c12 (configuration not stated) | -7% | -14 | -5% | -7 | -1% | 0% | 16% | -0.9 | 6%
COc1ccc(C(C(=O)NC2CCCC2)N(CCC(C)C)C(=O)CCC(=O)Nc2cc(C)on2)cc1 (configuration not stated) | -19% | 35* | 13% | -1 | -1% | -2% | -4% | -0.8 | -5%
COc1ccc(NC(=O)c2ccc(NC(=O)COC(=O)c3cnc(C)cn3)cc2)cc1 | -21% | x | -4% | -2 | 2% | -2% | -10% | x | -11%
COc1ccc(-c2sc3cc(OC)c(OC)cc3c2C#CCO)cc1 | -90% | x | -26% | 8 | -3% | -3% | 9% | x | -3%
CCOC(=O)C1=C(C)NC(=O)CC1c1ccccc1OC (configuration not stated) | 22% | -18 | -9% | -2 | -3% | 1% | -10% | -0.7 | -4%
Cc1occc1C(=O)NNC(=O)Cc1ccccc1 | 3% | x | -8% | 2 | -4% | 0% | x | x | 12%
Cc1ccc(OCC(=O)OCc2cc(=O)n3nc(C4CCCCC4)sc3n2)cc1 | -23% | x | 10% | -5 | 2% | 3% | 2% | 1.2 | 2%
COc1ccc(-c2c(C#Cc3ccsc3)c3cc(Br)ccc3n2C)cc1 | -2% | -4 | 8% | -10 | -3% | 1% | 2% | 0.4 | 1%
O=C(Cn1c(NCCCCl)nc2ccccc21)c1ccccc1 | u | -6 | -1% | -1 | -7% | 4% | -3% | 0.3 | 6%
CCC(=O)N[C@@H]1CC(C(C)(C)NC(=O)CC)CC=C1C (some centres not stated) | 0% | 1 | u | -2 | -2% | 2% | 7% | 0.6 | 1%
Nc1c(-c2cccs2)cnn1-c1nc(-c2ccc(F)cc2)cs1 | -7% | -17 | 19% | -11 | 1% | -4% | 12% | -0.8 | -10%
Cc1ccc(OCC(=O)N2CCc3ccccc3C2)c(Br)c1 | u | -11 | 9% | 0 | 3% | -1% | -1% | -1.3 | 0%
Cc1nc2cc(-c3cccc(F)c3)nn2c(C)c1CCC(=O)N1CCN(c2ccccn2)CC1 | 4% | 9 | 17% | -2 | -10% | 1% | 7% | -3.2 | -2%
COc1cc(Cl)c(S(=O)(=O)NCc2ccccn2)cc1Cl | -16% | 0 | 0% | -3 | -1% | 1% | 7% | 0.9 | -6%
Cc1ccc(S(=O)(=O)N2CCCC2C(=O)OCC(=O)Nc2ccc3c(c2)OCO3)cc1 (configuration not stated) | -4% | -9 | -1% | 3 | -3% | -4% | 11% | 0.0 | 0%
Cn1c(Cn2c(=O)sc3ccccc32)nnc1SCC(=O)NCc1ccco1 | -1% | 12 | 3% | -3 | -3% | 3% | 19% | 0.6 | -1%
CCOC(=O)N1CCC(NS(=O)(=O)c2cc(Br)cc3c2N(C(=O)CC)CC3)CC1 | 0% | -17 | 9% | -6 | -4% | -1% | -5% | -0.1 | -1%
CC1=C(C(=O)OCCOC(C)C)C(c2cc3c(cc2Br)OCO3)C2=C(CCCC2=O)N1 (configuration not stated) | 20% | -10 | 31% | -1 | -2% | 0% | x | 1.3 | -2%
CCOC(=O)[C@H]1[C@H]2COc3ccc(Cl)cc3[C@@H]2N2C(=O)CN(Cc3ccc(F)cc3)C(=O)[C@@]12C | 1% | -3 | -38% | -12 | -1% | -8% | 1% | 0.1 | -1%
O=C(CN1CCN(Cc2ccc(Cl)cc2)C1=O)NCc1ccc(F)cc1 | -16% | x | -8% | -3 | -1% | 8% | 6% | -1.0 | 1%
COc1cc(C2CC(=O)N(c3ccc(C)cc3)C(=O)C2)cc(OC)c1OC | 0% | -11 | -31% | -5 | -6% | u | -5% | 0.0 | -2%
CCc1ccccc1NC(=O)C1CCCN(S(=O)(=O)c2ccc3c(c2)CC(C)N3C(C)=O)C1 (configuration not stated) | -2% | 25 | -13% | -8 | -4% | 0% | 9% | -0.4 | -10%
O=C(Cc1n[nH]c(=O)c2ccccc12)N1CCN(c2ccc(F)cc2)CC1 | -3% | x | 17% | -10 | -3% | 1% | 8% | x | 10%
COC(=O)c1cccc(NC(=O)CCCOc2cccc(C)c2)c1 | 47%[activator] | -16 | 3% | 0 | -5% | -2% | -2% | -0.7 | -1%
CN(Cc1c(F)cccc1Cl)C(=O)c1cnc2ccccc2n1 | -15% | 10 | 7% | 3 | -1% | -1% | 4% | 0.2 | 7%
COCCN(CC(=O)NCC1CCCO1)C(=O)CCC(=O)Nc1ccccn1 (configuration not stated) | 1% | 7 | u | -1 | -1% | 0% | 3% | 0.3 | -1%
O=C(O)c1ccccc1C(=O)Nc1cc(-c2ccccc2)[nH]n1 | u | -16 | -18% | -1 | -4% | -1% | -10% | -0.2 | 17%
Nc1nc(CSC(=S)N2CCOCC2)nc(Nc2ccccc2)n1 | 2% | -32 | -1% | -3 | 6% | 1% | 14% | 0.0 | -13%
CCCCOC(=O)c1c(C)oc2ccc(NS(=O)(=O)c3ccc4c5c(cccc35)C(=O)N4)cc12 | u | 4 | 32% | 10 | -6% | -1% | 0% | -0.1 | 3%
Cc1occc1C(=O)N1CCCC(CCC(=O)NCc2ccc(F)c(F)c2)C1 (configuration not stated) | i | 7 | -5% | 5 | 0% | 1% | 5% | 0.5 | -11%
CCCCOC(=O)c1cccc(NC(=O)CCC(=O)O)c1 | -10% | -10 | 27% | -5 | 1% | 0% | 2% | -0.9 | -2%
O=C(Nc1ccc2c(c1)OCO2)c1n[nH]c(=O)c2ccccc12 | u | 16 | 34%[56.9 µM] | 3 | 1% | 0% | -10% | 0.7 | 1%
COCCNC(=O)c1cc(-c2ccncc2)nc2ccc(S(=O)(=O)N3CCOCC3)cc12 | 3% | -12 | 2%[56.9 µM] | -11 | -2% | -1% | -10% | 0.4 | -5%
COc1ccc(NC(=O)c2ccc(S(=O)(=O)NCc3cccnc3)cc2)cc1 | 2% | 24 | 3% | -1 | 0% | 1% | 8% | 0.0 | -7%
CCNC(=S)Nc1ccc2c(c1)c(=O)n(C)n2Cc1cccc(C(F)(F)F)c1 | u | x | x | 12 | -1% | -3% | x | x | x
Cn1c2c(c3cnc4cc(Cl)ccc4c31)CN(Cc1ccc(Cl)cc1)CC2 | x | x | 11% | 5 | -1% | -1% | x | x | x
O=C(NC(=S)NNC(=O)c1ccccc1[N+](=O)[O-])c1ccccc1 | u | -4 | u | 0 | 3% | 1% | 5% | 0.5 | x
Cc1onc(-c2ccccc2)c1C(=O)NCC1CCN(C(=O)c2c(-c3ccccc3)noc2C)CC1 | -20% | x | 22% | -1 | -4% | 3% | -4% | x | -3%
CCCCC1(C(=O)OC)NC(c2ccc(O)cc2)C2C(=O)N(c3ccccc3)C(=O)C21 (configuration not stated) | -3% | 6 | -15% | -5 | 0% | -4% | -7% | 0.4 | 6%
COCCNC(=O)C1(C)CCCN(Cc2noc(-c3ccccc3OC)n2)C1 (configuration not stated) | 3% | x | x | -8 | -3% | 0% | x | x | x
CCc1ccc(NC(=O)C2CCCN(S(=O)(=O)c3ccc(F)cc3)C2)cc1 (configuration not stated) | 1% | x | 6% | -13 | -3% | 3% | 0% | 1.4 | 6%
COc1ccc2oc(C(=O)N(CC(C)C)C3CCS(=O)(=O)C3)c(C)c2c1 (configuration not stated) | -7% | x | 6% | 1 | -5% | 4% | 11% | x | -8%
COc1cc(-c2nnc(COc3ccc(Cl)cc3C)o2)cc(OC)c1OC | 8% | 14 | -1% | 0 | -4% | 3% | 0% | 0.5 | 4%
CCC(=O)Nc1ccc(Cl)c(NC(=S)NC(C)=O)c1 | -20% | -11 | -16% | 3 | -1% | 2% | 6% | 0.4 | -3%
Cc1ccc(C)c(N2CCN(CCN3CCCCC3)CC2)c1 | u | 6 | -20% | u | -7% | 1% | 0% | -0.7 | 4%
CCOC(=O)C1=C(COC(=O)/C=C/c2ccccc2F)NC(=O)NC1C (configuration not stated) | x | x | 2% | 2 | -5% | -3% | 7% | x | -4%
Cc1ccc2nc(-c3ccc(NC(=O)COC(=O)c4ccc(Br)o4)cc3)sc2c1 | -4% | 15 | -5% | -4 | -7% | u | 3% | 0.1 | -28%
O=C(NC(=S)NCc1cccnc1)c1ccc([N+](=O)[O-])cc1 | -1% | -6 | -8% | -8 | 2% | 2% | 4% | -2.1 | 1%
CCOC(=O)C1CCN(S(=O)(=O)c2cccc(C(=O)Nc3ccccc3)c2)CC1 | 8% | 27 | 6% | -13 | -3% | 0% | 5% | 0.3 | -9%
c1ccc2c(Cn3nnc4ccccc43)cccc2c1 | 1% | -12 | 17% | 8 | 1% | 1% | -1% | -2.0 | 5%
O=[N+]([O-])c1cc(S(=O)(=O)N2CCCC2)ccc1NCCc1ccccc1 | -16% | 4 | 8% | 1 | -1% | 1% | 4% | 0.8 | 1%
COc1ccc(N2C3=[N+](CC2(C)O)c2ccccc2CC3)cc1 (configuration not stated) | -26% | -6 | -3% | 10 | -1% | 1% | -5% | -0.6 | 0%
COc1cc(NC(=S)Nc2ccccn2)cc(OC)c1 | 32µM* | 0 | -19% | -8 | -1% | -9% | 4% | 1.5 | -10%

Compound activity (PubChem)
